# Source: PubChem (Sanford-Burnham Center for Chemical Genomics)
# Gli-Sufu block: Gli-Sufu pathway antagonists, primary screen, luciferase luminescence, Sufu-KO-LIGHT cells, uHTS; Sufu-KO-LIGHT fibroblasts, Gli luciferase reporter luminescence; inhibition, % at 5 µM; actives 0.74% (n = 340,000); AID 588413, 2011;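 active means inhibition above about 55%, limit read from the data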;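 further: 0% = DMSO-treated cells and 100% = wells with medium but no cells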
# UBC13 polyUb: UBC13 polyubiquitin chain formation inhibitors, primary screen, biochemical, TR-FRET, uHTS. Ubiquitin-conjugating enzyme E2 N (Homo sapiens), P61088. AID 485273, 2010. actives 0.47% (n = 330,000). inhibition, % at 20 µM; in the data active means inhibition above about 45%, passing the limit was not always enough; inconclusive means no clear call, values can overlap the other calls
# Target sequence (P61088 whole entry, looked up): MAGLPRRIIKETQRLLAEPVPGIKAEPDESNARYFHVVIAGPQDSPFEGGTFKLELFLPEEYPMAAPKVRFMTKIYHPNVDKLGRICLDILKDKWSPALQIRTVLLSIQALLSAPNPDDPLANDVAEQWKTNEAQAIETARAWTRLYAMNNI
# APJ ag: agonists of human apelin receptor APJ, primary screen, CHO-K1 cells, PathHunter beta-arrestin, luminescence | actives 0.11% (n = 330,000) | AID 2520, 2010 | activation, % at 20 µM | P35414 | 0% DMSO wells, 100% apelin;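 active means activation more than six SD over the plate average, tested at 20 µM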;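 further: 0% = DMSO alone and 100% = apelin-13 at 10 nM; some results filed as inactive read as strong as hits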
# Target sequence (P35414 whole entry, looked up): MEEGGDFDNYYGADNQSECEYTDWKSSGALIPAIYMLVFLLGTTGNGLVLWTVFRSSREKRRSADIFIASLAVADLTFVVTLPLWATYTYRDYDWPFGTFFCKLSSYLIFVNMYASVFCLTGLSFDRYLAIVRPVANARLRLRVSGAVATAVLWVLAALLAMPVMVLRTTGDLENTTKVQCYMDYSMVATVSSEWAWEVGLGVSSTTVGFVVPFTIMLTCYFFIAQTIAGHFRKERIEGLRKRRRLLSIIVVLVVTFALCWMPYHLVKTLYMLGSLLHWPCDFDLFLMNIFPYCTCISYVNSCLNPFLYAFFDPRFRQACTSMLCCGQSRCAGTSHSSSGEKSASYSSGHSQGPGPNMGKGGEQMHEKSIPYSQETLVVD
#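 system = engineered CHO-K1 APJ arrestin reporter cells | input = 1000 cells per well | timing = overnight seeding, 90 min compound at 25 °C, 1 h detection | measured by = enzyme-fragment complementation luminescence | read-out = beta-arrestin recruitment to APJ as agonist activity, luminescent signal | control set = negative DMSO alone, positive Apelin-13 at 10 nM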
# ATG4B inh: ATG4B protease inhibitors, primary screen, biochemical, fluorescence, uHTS | Cysteine protease ATG4B (Homo sapiens), Q9Y4P1 | ATG4B cleavage of LC3-PLA2, NBD-HPC fluorescence, 1 h | inhibition, % at 8.33 µM | actives 0.51% (n = 340,000) | AID 504462, 2011; in the data active means inhibition above about 40%
# EBI2 block: EBI2 receptor antagonists, beta-arrestin recruitment, primary screen, cell-based, luminescence, 7a,25-OHC stimulation, uHTS. inhibition, % at 5 µM. G-protein coupled receptor 183 (Homo sapiens), P32249. 7a,25-OHC stimulated. actives 0.81% (n = 360,000); in the data active means inhibition above about 38%;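 further: enzyme fragment complementation signal reports receptor beta-arrestin coupling in cells; 0% = agonist plus DMSO wells and 100% = wells without agonist; some results beyond the cut were filed as inactive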
# Target sequence (P32249 whole entry, looked up, the tested form may be a part): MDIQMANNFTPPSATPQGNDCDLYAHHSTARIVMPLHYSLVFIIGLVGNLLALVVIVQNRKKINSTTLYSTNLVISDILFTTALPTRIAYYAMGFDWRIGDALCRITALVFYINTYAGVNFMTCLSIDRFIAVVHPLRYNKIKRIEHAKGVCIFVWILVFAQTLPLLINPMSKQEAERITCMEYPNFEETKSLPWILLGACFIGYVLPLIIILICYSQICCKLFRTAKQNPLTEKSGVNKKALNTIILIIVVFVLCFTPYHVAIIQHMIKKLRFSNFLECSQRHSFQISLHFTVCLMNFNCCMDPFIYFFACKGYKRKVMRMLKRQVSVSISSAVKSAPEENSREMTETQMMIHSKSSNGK
# CCR6 antagonist: CCR6 receptor antagonists, primary screen, cell-based, CHO-K1, luminescence, beta-arrestin, uHTS; C-C chemokine receptor type 6 (Homo sapiens), P51684; CHO-K1 CCR6 PathHunter beta-arrestin, CCL20-stimulated; inhibition, % at 20 µM; actives 0.49% (n = 340,000); AID 493098, 2011;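 active means compounds whose inhibition of the agonist-driven luminescence signal at 20 µM reaches about 50%, limit read from the data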;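 further: cells stimulated with CCL20 at 14 nM final; plate controls were DMSO with CCL20 for no effect and DMSO without agonist for full effect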
# APJ antagonist: antagonists of human apelin receptor APJ, primary screen, CHO-K1 cells, beta-arrestin complementation, luminescence; P35414; inhibition, % at 20 µM; actives 0.32% (n = 330,000); AID 2521, 2010;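 active means inhibition above about 40% at 20 µM, limit read from the data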;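 further: cells challenged with 10 nM apelin-13 agonist together with compound; plate controls were apelin-13 plus DMSO wells for no effect and DMSO wells lacking apelin-13 for full effect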
# CXCR6 block: CXCR6 receptor inhibitors, primary screen, cell-based, beta-arrestin, luminescence, CHO-K1 PathHunter, 1536-well; inhibition, % at 20 µM; actives 0.36% (n = 360,000); AID 602244, 2012; in the data active means inhibition above about 34%, passing the limit was not always enough;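 further: antagonist mode with CXCL16 agonist at 10 nM final; 0% = 10 nM CXCL16 with DMSO and 100% = unstimulated wells without agonist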
# * hit, by the source's call; ? = inconclusive; . = no result given.
# The opening two records as a preview:
(1) CCN(CC)c1ccc(CN(C(=O)c2cccs2)C2CCS(=O)(=O)C2)cc1 (centres undefined)
(2) Cc1ccc(C(=O)CN(C(=O)c2ccc(Cl)cc2)N2C(=O)CCC2=O)cc1
Screen / compound no.,1,2
Gli-Sufu block,-2,9
UBC13 polyUb,-9,-1
APJ ag,-1,-3
ATG4B inh,0,2
EBI2 block,5,-3
CCR6 antagonist,-15,-6
APJ antagonist,16,-2
CXCR6 block,5,-11

# This part in full, from the first entry:
(1) CCN(CC)c1ccc(CN(C(=O)c2cccs2)C2CCS(=O)(=O)C2)cc1 (centres undefined)
(2) Cc1ccc(C(=O)CN(C(=O)c2ccc(Cl)cc2)N2C(=O)CCC2=O)cc1
(3) Cn1c(SCC(=O)N/N=C/c2cccnc2)nnc1-c1ccccc1
(4) CN(c1ccccc1)c1ccc(/C=C(/CCC(=O)O)c2nc3ccccc3s2)cc1[N+](=O)[O-]
(5) OCC1(Cc2ccccc2)CCCN(Cc2ccn[nH]2)C1 (centres undefined)
(6) CN(C(=O)CC1C(=O)NCCN1CC1CCCCC1)C1CCOCC1 (centres undefined)
(7) COc1ccccc1CNS(=O)(=O)c1ccc(S(=O)(=O)NC2CC2)cc1
(8) CC(C)(C)OC(=O)NCCCCC1=CC2=CC(=O)C(C)(O)C(=O)C2=CO1 (centres undefined)
Screen / compound no.,1,2,3,4,5,6,7,8
Gli-Sufu block,-2,9,1,2,5,3,2,5
UBC13 polyUb,-9,-1,-8,.,-13,-5,6,-66
APJ ag,-1,-3,-1,.,-3,1,0,3
ATG4B inh,0,2,4,23,-2,1,-10,6
EBI2 block,5,-3,-3,-2,7,-8,1,-15
CCR6 antagonist,-15,-6,12,44,4,1,-11,12
APJ antagonist,16,-2,-9,.,5,4,-4,-7
CXCR6 block,5,-11,-3,17,2,-8,-7,-8

(9) O=C1CCCC(c2ccccc2)N1 (centres undefined)
(10) CCc1ccc(CC(=S)N2CCOCC2)cc1
(11) CS(=O)(=O)c1nc(-c2ccc(Br)cc2)cc(-c2ccccc2)c1C#N
(12) Cc1cc(Cl)c(S(=O)(=O)NC(C)C)cc1OCC(N)=O
(13) CCN(CC)S(=O)(=O)c1ccc2[nH]cc(C(=O)NC3CC3)c(=O)c2c1
(14) CCN(CC)CCN(Cc1cc2cc3c(cc2[nH]c1=O)OCO3)C(=S)NCc1ccco1
(15) O=C(NC1CCCC1)C(c1ccc(F)cc1)N(C(=O)c1csnn1)C1CCCC1 (centres undefined)
(16) CCCCS(=O)(=O)CC(COc1ccccc1)OC(=O)c1ccccc1 (centres undefined)
Screen / compound no.,9,10,11,12,13,14,15,16
Gli-Sufu block,-2,-19,9,-1,3,26,-17,-3
UBC13 polyUb,-2,-7,10,-8,4,4,4,6
APJ ag,-4,-5,8,0,-1,-3,-2,-1
ATG4B inh,2,-4,-4,5,-3,9,3,-1
EBI2 block,-3,1,81*,-4,-2,6,-1,10
CCR6 antagonist,0,0,-18,2,-3,12,-1,12
APJ antagonist,2,10,-30,-24,5,-10,2,21
CXCR6 block,-6,4,-6,2,3,20,2,7

(17) CCc1ccc(NC(=O)Cn2nc(C(F)(F)F)c3c2CCC3)cc1
(18) O=S(=O)(Nc1ccc(S(=O)(=O)Nc2ncccn2)cc1)c1ccc(Cl)cc1
(19) CCC(C)NC(=O)C1CC(c2cccc(OC)c2)=NO1 (centres undefined)
(20) COc1ccc2c(c1)N(C)/C(=C1/SC(=NCc3ccccc3)N(c3ccccc3)C1=O)S2
(21) COc1ccccc1CNC(=O)c1cc(-c2ccccc2)nn1CC1CC(c2cccc([N+](=O)[O-])c2)=NO1 (centres undefined)
(22) O=C(CCSCc1ccc(Cl)cc1)NC1CCCC1
(23) N#Cc1c(-c2ccco2)cc(C2CC2)nc1N
(24) COc1ccccc1NC(=O)c1ccc2nc(N3C(=O)CCC3=O)sc2c1
Screen / compound no.,17,18,19,20,21,22,23,24
Gli-Sufu block,2,-17,8,-7,-10,13,0,1
UBC13 polyUb,4,-1,-14,-11,-14,13,15,-2
APJ ag,-5,0,-2,-2,-2,-4,-4,-5
ATG4B inh,-3,-6,-1,-14,8,1,1,-16
EBI2 block,16,-1,1,7,-15,2,7,-5
CCR6 antagonist,8,7,-7,1,16,8,1,13
APJ antagonist,10,15,13,-12,7,5,-12,-10
CXCR6 block,-6,1,-11,9,-8,-6,4,0

# Looked up one by one from above (four):
(20) COc1ccc2c(c1)N(C)/C(=C1/SC(=NCc3ccccc3)N(c3ccccc3)C1=O)S2
(17) CCc1ccc(NC(=O)Cn2nc(C(F)(F)F)c3c2CCC3)cc1
(23) N#Cc1c(-c2ccco2)cc(C2CC2)nc1N
(18) O=S(=O)(Nc1ccc(S(=O)(=O)Nc2ncccn2)cc1)c1ccc(Cl)cc1
Screen / compound no.,20,17,23,18
Gli-Sufu block,-7,2,0,-17
UBC13 polyUb,-11,4,15,-1
APJ ag,-2,-5,-4,0
ATG4B inh,-14,-3,1,-6
EBI2 block,7,16,7,-1
CCR6 antagonist,1,8,1,7
APJ antagonist,-12,10,-12,15
CXCR6 block,9,-6,4,1

# Additional results follow.
(25) CCCC(=O)NC(c1ccc(C(C)C)cc1)c1ccc2cccnc2c1O (centres undefined)
(26) O=C1CCC(=O)N1CCSC(=S)N1CCSCC1
(27) Nc1c(C(=O)OCC2CCCO2)c2nc3ccccc3nc2n1C1CCCCC1 (centres undefined)
(28) CC(Cc1ccccc1)NC(=O)CC(c1ccccc1)c1ccccc1O (centres undefined)
(29) COc1ccc(CC(=O)Nc2ccc3c(c2)C(=O)N(CCC(=O)O)C3=O)cc1
(30) CCn1c(=O)c(C(=O)Nc2nc3ccccc3[nH]2)c(O)c2ccccc21
(31) Cc1ccc(CNC(=O)CCC(=O)N2CC(C)Sc3ccccc32)cc1 (centres undefined)
(32) CCOc1ccc(NC(=O)CN(c2cccc(C(F)(F)F)c2)S(C)(=O)=O)cc1
Screen / compound no.,25,26,27,28,29,30,31,32
Gli-Sufu block,.,-2,7,8,-1,-18,2,8
UBC13 polyUb,-13,-1,5,2,-9,?,10,4
APJ ag,-1,-2,-2,0,-1,-1,-4,-3
ATG4B inh,5,5,-1,-9,-6,6,7,-3
EBI2 block,5,-8,36,-2,0,-2,-1,1
CCR6 antagonist,35,11,-2,19,12,2,10,-8
APJ antagonist,9,5,-16,-8,6,9,-55,-16
CXCR6 block,11,7,-2,-2,6,8,-8,2

(33) COc1ccc(-c2c3c(=O)n(C)c(=O)n(C)c3cn2-c2ccc(O)cc2)cc1
(34) OCCNc1nc(SCc2ccccc2)nc2sc3c(c12)CCC3
(35) CC1CN(Cc2c(O)ccc3c2oc(=O)c2ccccc23)CC(C)O1 (centres undefined)
(36) CCCC(CCC(=O)NC1CCCCC1)C(=O)O (centres undefined)
(37) CC(C)(C)S(=O)(=O)/C(C#N)=C/c1sccc1C1OCCO1
(38) CCOC(=O)N1CCN(S(=O)(=O)CCNC(=O)c2ccc(OC)cc2)CC1
(39) CCCCc1nc(SCC(=O)Nc2ncccn2)n[nH]1
(40) O=C(O)c1cc2ccc3cccc4ccc(c1)c2c34
Screen / compound no.,33,34,35,36,37,38,39,40
Gli-Sufu block,-3,21,0,4,3,-10,2,6
UBC13 polyUb,36,.,37,3,-13,5,-10,3
APJ ag,-2,.,-3,-4,5,-4,6,1
ATG4B inh,-3,69*,-8,10,-2,-5,-6,-3
EBI2 block,0,14,-7,-5,-1,-7,-10,-16
CCR6 antagonist,9,16,29,8,-6,0,1,-11
APJ antagonist,-6,.,30,11,-9,-10,6,6
CXCR6 block,5,9,23,1,-2,3,0,-3

(41) CCC(C(=O)OCC(=O)Nc1cc(Cl)ccc1Cl)c1ccccc1 (centres undefined)
(42) Cc1[nH]c2ccc(C(=O)NCCCN3CCCCCC3)cc2c1C
(43) CC/C(=N\NC(=O)c1ccc2c(c1)OCO2)c1ccccc1
(44) Cc1nnc(SC(C(=O)c2ccccc2)c2ccccc2)[nH]c1=O (centres undefined)
(45) O=C(COc1cccnc1[N+](=O)[O-])Nc1cccc(S(=O)(=O)N2CCOCC2)c1
(46) CCCCN1C(=O)C(O)(CC(=O)c2c(C)coc2C)c2ccccc21 (centres undefined)
(47) O=C(NCC(c1cccnc1)N1CCN(c2ccc(F)cc2)CC1)c1ccccc1 (centres undefined)
(48) CCC(CC)C(=O)c1c[nH]c(C(=O)NCCOC)c1
Screen / compound no.,41,42,43,44,45,46,47,48
Gli-Sufu block,1,17,0,4,5,-4,-3,-6
UBC13 polyUb,9,14,3,25,9,-7,3,2
APJ ag,2,2,-3,-5,-1,-3,-5,-3
ATG4B inh,-5,0,-1,-6,-8,-11,-10,-1
EBI2 block,2,3,-3,3,-2,-9,2,-4
CCR6 antagonist,21,4,-3,11,2,-3,2,-1
APJ antagonist,42*,24,0,18,7,7,2,7
CXCR6 block,1,-3,3,15,5,0,-5,-4

(49) CCOc1ccc(NCc2cccn2-c2nnc(N3CCC(C(=O)NCCCN4C(C)CCCC4C)CC3)s2)cc1 (centres undefined)
(50) O=C(CSc1ccccc1)Nc1cc(Cl)ccc1Oc1ccccc1
(51) CCN1C(=O)C(CC(=O)Nc2cccc(C(C)=O)c2)S/C1=N\c1ccccn1 (centres undefined)
(52) O=C(OC(C(=O)Nc1cc(Cl)cc(Cl)c1)c1ccccc1)C1=COCCO1 (centres undefined)
(53) O=Cc1c[nH]c2ccc(C(=O)c3ccccc3)cc12
(54) O=C(CCC(=O)OCc1cccc([N+](=O)[O-])c1)Nc1ccccc1Cl
Screen / compound no.,49,50,51,52,53,54
Gli-Sufu block,10,1,-1,27,6,10
UBC13 polyUb,16,4,5,0,3,-8
APJ ag,5,-1,-1,-4,2,-5
ATG4B inh,6,8,2,-3,-8,-9
EBI2 block,-5,63*,0,17,-8,-6
CCR6 antagonist,19,24,-1,15,-24,10
APJ antagonist,26,-18,6,-22,-2,-4
CXCR6 block,2,2,1,1,-6,9
